H9c2 TAG inh: inhibitors of triacylglycerol accumulation. H9c2 cells, Nile Red lipid (TAG) fluorescence; cells loaded with 200 µM oleic acid. inhibition, % at 12.5 µM. 230,000 tested, 0.66% active;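 active = pattern-corrected inhibition of lipid staining of at least 50% with the nuclear-stain viability signal not falling by more than 50%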;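 note: 0% = DMSO wells and 100% = triacsin C control wells; some results filed as inactive read as strong as hits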
H9c2 TAG inh DAPI viability: also measured in H9c2 TAG inh; calls as there; DAPI nuclei signal change (viability), lower = more cytotoxic, %;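 whole-well DAPI fluorescence read on a plate reader as a viability signal; minus 50 percent equals half of cells still viable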
Numbers without * were called inactive.

Compound	H9c2 TAG inh	H9c2 TAG inh DAPI viability
O=C(Nc1nnc(-c2ccc(Br)cc2)o1)c1cccc(N2C(=O)CCC2=O)c1	11	3
O=C(COC(=O)c1cccs1)Nc1ccc(F)c(F)c1	-2	8
CCCNC(=O)C1CCN(S(=O)(=O)c2ccc3c(c2)OCCO3)CC1	4	-5
Cc1cccc(NC(=O)C2CCN(c3nc(C)cc(C)n3)CC2)c1	17	-7
O=C1NC(=S)N/C1=C\c1cccnc1	5	-2
COc1cccc(CNc2nnnn2C)c1OC	2	4
CN(C)C(=O)c1nc2ccc(Cl)cn2c1CN1CCCC(OCc2ccccc2)C1 (configuration not stated)	-4	-8
Cc1ccc(N=Cc2cc(Cc3ccccc3Cl)cc([N+](=O)[O-])c2O)c(O)c1	-4	12
O=C(OCc1nnc(-c2ccccc2)o1)c1ccc(-n2cnnn2)cc1	3	-1
CC(=O)c1ccc(N2CCN(C(=O)c3cc(-c4ccc5c(c4)OCO5)nc4ccccc34)CC2)cc1	31	-17
O=C(COC(=O)c1ccc(O)cc1O)NC(=O)c1ccccc1	2	2
COc1ccc(NC(=O)c2cc3c(=O)n4ccccc4nc3n2C)c(OC)c1	16	92
N#CCCN(Cc1cccnc1)S(=O)(=O)c1ccc2ccccc2c1	9	5
O=C(OCC(=O)c1cccs1)c1ccc(NC(=O)c2ccco2)cc1	1	6
CCOC(=O)c1c(NC(=O)C2Cc3ccccc3C(=O)O2)sc2c1CCCC2 (configuration not stated)	-2	6
O=C1c2cccnc2Nc2ccccc2N1CCCF	8	-11
O=C(O)/C=C/c1ccc2noc(-c3ccccc3)c2c1	14	76
Cc1cccc(Cc2c(C)nc3nc(SCC(=O)NCc4ccco4)nn3c2C)c1	8	6
COc1cccc(Cn2c(=O)c3[nH]cnc3n(-c3ccccc3C)c2=O)c1	-14	53
CSc1ccccc1NC(=O)CN(C)CC(=O)c1c(C)[nH]c2ccccc12	15	2
Cc1nnc(SCC(=O)Nc2ncc(Cc3ccc(F)cc3)s2)n1N	-1	-1
Cc1ccc(/C=C2/SC(=O)NC2=S)o1	11	-5
CCOC(=O)/C=C1/SCC(=O)N1CC(=O)NC12CC3CC(CC(C3)C1)C2	5	1
Cc1noc(C)c1COC(=O)c1csc2c1CCCC2	2	6
COc1ccc(O)c(CN2CCC(n3nccc3NC(=O)c3ccccc3Cl)CC2)c1	16	8
CN(Cc1ccccc1)C(=O)c1cccc(NC(=O)Cc2ccc(NC(=O)C3CCN(C(=O)C4CCCCC4)CC3)cc2)c1	-7	-3
CCOC(=O)c1c(C)[nH]c(C(=O)OCc2ccccc2)c1C	-51	2
COc1cccc(NC(=S)N(Cc2cccc(Br)c2)CC2CCC(C(=O)O)CC2)c1 (configuration not stated)	-2	5
O=C(CN1CCN(C(=O)c2ccc(OCc3cn4ccccc4n3)cc2)CC1)Nc1cccc(F)c1	-5	-1
C=CCn1c(SCC(=O)N(CCOC)c2c(N)n(CCCC)c(=O)[nH]c2=O)nnc1-c1ccc(Cl)cc1	1	-1
C/C(CCN1CCc2nc(-c3ccccc3)c(-c3ccccc3)cc2C1)=N\O[C@@H](C)c1cc(-c2c(C)cc(C)cc2C)no1	-27	-8
O=C(NCC1CCCO1)C1CCN(C2CCN(C3CCCCCC3)CC2)CC1 (configuration not stated)	13	-2
COc1ccc(C(CNC(=O)c2oc3c(Cl)cccc3c2C)N2CCCC2)cc1 (configuration not stated)	4	14
COc1ccc(N(CC(=O)NCc2ccncc2)S(=O)(=O)c2ccccc2[N+](=O)[O-])c(OC)c1	-25	13
O=C(CSc1nnc(CNC(=O)c2ccc(F)cc2)o1)NCc1ccc2c(c1)OCO2	14	-4
COc1ccc(/C=C2/SC(=S)N(CCCC(=O)Nc3ccc(O)cc3)C2=O)cc1	0	6

Retrieved one by one from the list above, 4 records:
Compound	H9c2 TAG inh	H9c2 TAG inh DAPI viability
COc1cccc(NC(=S)N(Cc2cccc(Br)c2)CC2CCC(C(=O)O)CC2)c1 (configuration not stated)	-2	5
O=C(CSc1nnc(CNC(=O)c2ccc(F)cc2)o1)NCc1ccc2c(c1)OCO2	14	-4
COc1ccc(C(CNC(=O)c2oc3c(Cl)cccc3c2C)N2CCCC2)cc1 (configuration not stated)	4	14
O=C(NCC1CCCO1)C1CCN(C2CCN(C3CCCCCC3)CC2)CC1 (configuration not stated)	13	-2

More records follow:
Compound	H9c2 TAG inh	H9c2 TAG inh DAPI viability
Cc1cc(C)c2ccc(=S)[nH]c2n1	6	1
COc1ccc(/C=N/NC(=O)c2ccc(-n3cnnn3)cc2)cc1	11	2
Cc1ccc(OCCC(=O)OCC(=O)N2CCN(S(=O)(=O)c3ccc(C)cc3C)CC2)cc1	-14	-3
Cc1cc(NC(=O)C(C)C)ncc1NC(=O)c1ccccn1	-9	-3
CC(C)N(C)c1ncnc2c1ncn2[C@H]1CN(C2CCCC2)C[C@@H](CO)O1	7	3
CN1C(=O)C2(NC(=O)c3ccccc3N2C)c2ccccc21 (configuration not stated)	-10	12
Cc1ccc(NC(=O)OCCNC(=O)OC(C)C)cc1	1	4
COc1ccc(N2C(=O)c3ccc(NC(C)=O)cc3C2=O)cc1	-6	10
Nc1ncnc2c1ncn2[C@@H]1O[C@H](CNC(=O)[C@@H](N)Cc2ccccc2)[C@@H](O)[C@H]1O	0	-4
COc1ccc(-n2nc3cc(C)c(NC(=O)c4cccnc4)cc3n2)cc1	5	-8
COc1ccc(NC(=O)C(=S)N2CCCC2)cc1	0	5
CCn1c(SCC(=O)N2CCCCC2)nc2c(c1=O)SCC2	-7	-4
Cn1c(SCC(=O)Nc2ccccc2Oc2ccccc2)nnc1C1CC1	6	-2
C[C@@H]1CN([C@H](C)CO)C(=O)CCCn2nncc2CO[C@H]1CN(C)C(=O)c1ccc2ccn(C)c2c1	-8	6
CC(=O)Nc1ccc(S(=O)(=O)NCCC(=O)OCC(=O)N2CCN(C(=O)c3ccco3)CC2)cc1	9	-6
Cc1ccc(C(=O)OC2=CC(=O)CC(C)(C)C2)cc1	10	-11
CN(CC(=O)Nc1ccc(Cl)cc1)C(=O)CNC(=O)Cc1cccc2ccccc12	3	-5
CC(=O)NNC(=O)CCn1c2c(c3ccccc31)CCCC2	8	-3
CN(C)CCC1(c2ccccc2)CCN(C)C1=O (configuration not stated)	11	-18
CC1CC(C)CN(C(=O)CSc2nnc(N)s2)C1 (configuration not stated)	8	-5
COc1ccc(Oc2nccc(-c3ccc(Cl)cc3)n2)cc1	-8	1
COCCNC(=O)c1nn2c(C(F)(F)F)cc(-c3ccccc3)nc2c1Cl	-12	15
COc1cccc(C2c3[nH]c4ccccc4c3CCN2C(=O)Cn2cncn2)c1OC (configuration not stated)	-9	7
COc1ccc(S(=O)(=O)Nc2cc3c4c(oc3c3ccccc23)CCCC4=O)cc1	25	-15
O=C(CSc1ncnc2scc(-c3ccccc3)c12)NC1CCS(=O)(=O)C1 (configuration not stated)	4	1
CCOC(=O)Cc1csc(SCC(=O)Nc2sc3c(c2C(N)=O)CCC3)n1	-21	9
CN(CC(=O)Nc1ccccc1Cl)C(=O)COC(=O)CCN1C(=O)C2CC=CCC2C1=O (configuration not stated)	2	3
Cc1csc2nc(CSc3nncn3-c3ccccc3)c(Br)n12	-12	3
O=c1[nH]nc2c3ccccc3cnn12	2	-3
CCOC(=O)C1=CNS(=O)(=O)NC1c1ccc2ccccc2c1 (configuration not stated)	-19	16
COc1cccc(COC(=O)C2CCN(S(=O)(=O)c3cccs3)CC2)c1OC	8	-4
CCOc1cc(S(=O)(=O)Nc2ccncc2)ccc1F	2	-1
CCc1ccccc1NC(=O)CSc1nc(C)c(C)o1	10	5
COC(=O)c1cc(NS(=O)(=O)c2ccc(NC(C)=O)cc2)cc(C(=O)OC)c1	-5	18
Cc1nc(-c2ccc(F)cc2)c(CC(=O)N(C)CC(=O)Nc2ccccc2Br)s1	16	-7
O=C(Cn1cnc2c(oc3ccccc32)c1=O)NCc1ccccc1	4	0

Brought forward from above: 6 compounds, followed by the next part.
Compound	H9c2 TAG inh	H9c2 TAG inh DAPI viability
COc1cccc(COC(=O)C2CCN(S(=O)(=O)c3cccs3)CC2)c1OC	8	-4
CCOc1cc(S(=O)(=O)Nc2ccncc2)ccc1F	2	-1
CCc1ccccc1NC(=O)CSc1nc(C)c(C)o1	10	5
COC(=O)c1cc(NS(=O)(=O)c2ccc(NC(C)=O)cc2)cc(C(=O)OC)c1	-5	18
Cc1nc(-c2ccc(F)cc2)c(CC(=O)N(C)CC(=O)Nc2ccccc2Br)s1	16	-7
O=C(Cn1cnc2c(oc3ccccc32)c1=O)NCc1ccccc1	4	0
CN(C)S(=O)(=O)Oc1ccsc1C(=O)Nc1cccc(Cl)c1	-4	0
COc1ccccc1C(=O)NC(CCSC)C(=O)NC1CCCCCC1 (configuration not stated)	-11	-5
O=C1/C(=C\c2ccc(-c3ccccc3Cl)o2)SC(=S)N1CC1CCCO1 (configuration not stated)	7	-13
NNC(=O)c1[nH]c(-c2ccccc2)cc1-c1ccccc1	-3	2
COc1ccccc1N1CCN(C(=O)c2ccc3c(=O)n4c(nc3c2)CCCCC4)CC1	-1	4
COc1cc(NC(=S)NCc2ccc(S(N)(=O)=O)cc2)c(OC)cc1Cl	-11	8
Cc1ccc(C2=C/C(=C/c3cccnc3)C(=O)O2)c(C)c1	5	4
c1ccc2c(Nc3nc(-c4ccncc4)nc4ccccc34)cccc2c1	43	-15
CCOc1cc(/C=C2/NC(=O)NC2=O)cc(Br)c1OCc1ccc(C(=O)O)cc1	7	-2
N#Cc1ccc(N2CCOCC2)nc1	6	-4
CCSC1=C(C#N)C(c2ccc(F)cc2)CC(=O)N1 (configuration not stated)	10	-3
Cc1nc(C(F)(F)F)nc(Nc2ccc(Br)cc2)c1C#N	0	-2
Cc1ccsc1C(=O)OCc1nnc(-c2ccccc2)o1	-1	-9
CC(=O)Nc1ccc(NC(=O)C2Cc3c(-c4cccc(F)c4)ccnc3O2)cc1 (configuration not stated)	-1	6
CCCCn1cnc2c(SCc3ccccc3F)nc(N)nc21	-28	-4
CCN([C@H](CO)C(C)C)S(=O)(=O)c1ccccc1Br	-18	5
CCc1ccc2c(c1)NC(=O)C2(C)Cc1ccc(Cl)s1 (configuration not stated)	-16	2
CC1(C(=O)Nc2cccc(-n3cnnn3)c2)Cc2ccccc2C(=O)O1 (configuration not stated)	2	-3
Cc1ccc(-c2nn(-c3ccccc3)cc2/C=C/C(=O)O)o1	13	6
Cc1cc(OCC(=O)Nc2ccc(OCc3ccccc3)cc2)nc(C(C)C)n1	26	-22
CCOC(=O)C1(C)/C(=N/Nc2cccc(Cl)c2)C(=O)C(=O)N1c1ccccc1 (configuration not stated)	-9	12
Cc1cc(=O)[nH]c(SCC(=O)N2c3ccccc3CC2C)n1 (configuration not stated)	-19	3
O=C1OC(Cc2ccccc2)C(c2ccccc2)C1=O (configuration not stated)	5	4
OC(c1nc2ccccc2[nH]1)C(O)c1nc2ccccc2[nH]1 (configuration not stated)	-7	-3
CCOC(=O)[C@H]1[C@H]2COc3ccc(Br)cc3[C@@H]2N2C(=O)CN(Cc3ccc(C)cc3)C(=O)[C@@]12C	3	3
CC1(c2ccccc2)CC(C)(C)N2C(=O)Cc3cccc1c32 (configuration not stated)	-6	0
N#CC(C(=O)NCc1ccccc1)c1nc2ccccc2nc1N1CCCC1 (configuration not stated)	24	3
O=[N+]([O-])c1ccc(-c2n(-c3ccccn3)c3ccccc3[n+]2-c2ccccn2)cc1	3	8
O=[N+]([O-])c1ccccc1NCc1ccccc1Cl	6	0
COc1cc(SC)ccc1C(=O)NCCOc1ccccc1Cl	14	-8
C=CCOc1cccc(C2C(C(=O)c3ccc(C)o3)=C(O)C(=O)N2c2nnc(C)s2)c1 (configuration not stated)	11	-1
COCCNC(=S)c1ccc(Br)cc1	-7	3
O=C(Nc1ccccc1)c1cc2ccccc2o1	-23	1
COc1ccc(Cn2c(=O)[nH]c3cc(C(=O)NCCCN4CCCCC4)ccc3c2=O)cc1	30	8
Cc1ccc(S(=O)(=O)Nc2ccc3oc(=O)sc3c2)c(C)c1	-18	13
Cc1ccn2c(=O)nc(SCC(=O)Nc3cc(C)on3)nc2c1	1	1
COC(=O)c1ccc(C2C(C#N)=C(N)Oc3cc(O)ccc32)cc1 (configuration not stated)	4	-13
c1ccc2c(-n3cnnn3)cccc2c1	3	-12
Cc1cccc(OCC(=O)Oc2ccc(Cl)cc2)c1	0	-2
Cc1ccc(C(=O)Nc2c[nH]c(=O)[nH]c2=O)cc1	5	-5
O=C(O)c1cc(O)c2c(c1)[C@H]([C@H]1c3cc(C(=O)O)cc(O)c3C(=O)c3c(O[C@@H]4O[C@H](CO)[C@@H](O)[C@H](O)[C@H]4O)cccc31)c1cccc(OC3O[C@H](CO)[C@@H](O)[C@H](O)[C@H]3O)c1C2=O (some centres not stated)	-13	6
C=CCNC(=O)c1cccn1-c1ccsc1C(=O)OC	14	-10
CC[C@@H](CCC=C(C)C)C(=O)N(Cc1ccccc1)c1ccccc1	16	-20
CCC1CCc2c(sc(NC(=O)C3CC=CCC3C(=O)O)c2C#N)C1 (configuration not stated)	-2	2
CCCC(=O)Nc1ccc(S(=O)(=O)Nc2nccs2)cc1	-4	-6
COc1ccccc1-n1cc(C(=O)NCC(=O)NCc2ccc(F)cc2)c2ccccc2c1=O	1	-4
NC(=O)c1cccc(-c2cnc(N)c(C(=O)c3cccnc3)n2)c1	-22	-13

Bioassay records: PubChem, Sanford-Burnham Center for Chemical Genomics

An excerpt, so the mix of outcomes need not match the whole.
